High-throughput results deposited in PubChem BioAssay by National Center for Advancing Translational Sciences (NCATS).
NPC1 promoter act = NPC1 promoter activation. Huh7 NPC1 promoter luciferase reporter, 24 h. Potency, µM (series often up to 9.22 µM), for inactives: top-dose activation, actives largely listed as activators. 2.4% of 320,000 active. AID 485313;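 further: % of control where 0% means no effect; nearly all actives have a fitted effect of over 60% in size; reporter is driven by a mutant NPC1 promoter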
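Readout is luciferase luminescence, reflecting NPC1 promoter activation in stably transfected Huh7 cells after 24 h compound exposure at 37 °C in reduced-serum medium with 10% FBS.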
MBNL1 CUG block = blocks human MBNL1 binding to CUG repeat RNA; Q9NR56; TR-FRET MBNL1-His/biotin-(CUG)12 binding, 665/545 ratio; Potency, µM (top dose mostly 57.5 µM), for the others: at the highest dose activity change, negative = inhibition, most hits filed as inhibitors; 0.036% of 280,000 active; AID 2675; active means well fitted inhibition curve with a large enough effect in the signal ratio, with a control signal flat, not every such curve was filed as active; inconclusive means small, poorly fitted or top-dose-only effect, or effect the other way, or a change in a side signal; inactive means no such curve, though single readings can be large or run the other way; the % refers to the signal ratio; further: on the % scale 0 is the no-effect control and ±100 the full control effect
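Inhibition of protein-RNA binding appears as loss of TR-FRET between terbium anti-His antibody on MBNL1-His and streptavidin-XL665 on biotin-(CUG)12. Activity is normalized to buffer-only and uninhibited-complex controls.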
p53 reactivation = mutant p53 re-activation in reporter cells | H1299 p53-A138V BP100-luciferase reporter, luminescence, 24 h | Potency, µM (highest dose often 92.2 µM), for inactives: top-dose activity change, positive = activation, actives largely listed as activators | 0.063% of 320,000 active | AID 504706; further: % of control where 0% means no effect; nearly all actives have a fitted effect of over 45% in size
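p53-null H1299 cells stably carrying temperature-sensitive p53-A138V and a BP100-luciferase reporter were pinned with compounds (4-point, 1:5 series) and held 24 hrs at 37 deg C. Luminescence was read 10 min after detection reagent.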
uPA surface inh = inhibitors of cell surface uPA generation | 0.31% of 330,000 active | cell surface uPA generation assay, qHTS | Potency, µM (highest dose often 38.3 µM), without a hit: at the top dose activity change, negative = inhibition, usual class: inhibitors | AID 540303; active means well fitted inhibition curve with a large enough effect; inconclusive means small, poorly fitted or top-dose-only effect; inactive means no such curve, though single readings can be large or run the other way; tested in mouse RAW 264.7 cells; further: on the % scale 0 is the no-effect control and ±100 the full control effect; nearly all actives have a fitted effect of over 55% in size
VP16 counter = Gal4-VP16 reporter inhibition counter-screen | Drosophila S2 Gal4-VP16 UAS-luciferase, luminescence, 20 h | Potency, µM (series often up to 53.6 µM), for the others: at the top dose activity, negative = inhibition, actives largely listed as inhibitors | 3.5% of 310,000 active | AID 2546;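 further: Gal4-VP16 expression switched on by copper sulfate through the metallothionein promoter; on the % scale 0 is the no-effect control and ±100 the full control effect; nearly all actives have a fitted effect of over 50% in size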
MLL CXXC-DNA inh = MLL CXXC-DNA interaction inhibition; Q03164; MLL-CXXC / FITC-HOXA9 DNA fluorescence polarization; Potency, µM (titrated, usually from 115 µM), inactives show at the highest dose activity change, negative = inhibition, actives largely listed as inhibitors; 0.037% of 290,000 active; AID 2662; active means well fitted inhibition curve with a large enough effect in the polarisation, with a control signal flat, not every such curve was filed as active; inconclusive means small, poorly fitted or top-dose-only effect, or effect the other way, or a change in a side signal; inactive means no such curve, though single readings can be large or run the other way; the % refers to the polarisation
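Purified MLL-CXXC (added from a 7 uM solution) was preincubated 5 min at ambient with pinned compounds in 50 mM Tris-HCl pH 7.5, 50 mM NaCl, 1 mM DTT, 0.05% BSA. Fluorescein-labeled HOX-A9 DNA (50 nM solution) followed, 30 min, then polarization read.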
FLuc counter = firefly luciferase modulation, counter-screen for miR-21 project; Potency, µM (titrated, usually from 57.5 µM), for the others: at the top dose activity change, negative = inhibition, hits mostly inhibitors; AID 588342; 6.9% of 360,000 active; purified FLuc, Km substrates, luminescence inhibition;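 further: plate controls were vehicle for no effect and reference inhibitor for full effect; nearly all actives have a fitted effect of over 55% in size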
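Biochemical qHTS of compounds, final roughly 60 µM downward over six points, against 10 nM purified firefly luciferase using Km concentrations of substrates (10 uM D-luciferin, 10 uM ATP) in Tris acetate pH 7.5 buffer; luminescence output.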
Rab9 prom act = activators of Rab9 promoter; Potency, µM (titrated, usually from 9.22 µM), without a hit: at the highest dose activation, negative = inhibition, actives largely listed as activators; AID 485297; Huh7 Rab9 promoter-luciferase reporter, luminescence, 24 h; 2.8% of 320,000 active; further: % of control where 0% means no effect; nearly all actives have a fitted effect of over 60% in size
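Cells were plated at 1500 per well in reduced-serum medium with 10% FBS and left 2 h. Compound in DMSO was then added for 24 h at 37 °C. Reporter signal was read by luminescence after 10 min with luciferase detection reagent.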
BRCA1 expr act = activators of BRCA1 expression; AID 624202; MCF7-BRCA1-FFLuc reporter, luminescence, 48 h; response scale: scaled: vehicle 0%, 10 µM genistein 100%; Potency, µM (top dose mostly 46.1 µM), for inactives: top-dose activation, most hits filed as activators; 1.1% of 380,000 active; further: nearly all actives have a fitted effect of over 80% in size; some results filed as inactive show a strong effect at the top dose
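First, MCF7-BRCA1-FFLuc cells (2000/well) attach for 2 h; next, compounds are pin-added and incubated 48 h at 37 °C; finally, luciferase reagent is added and luminescence read after 15 min.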
ELG1 genotox = genotoxicity induction in ELG1-luciferase HEK293T cells | HEK293T ELG1-luciferase reporter, luminescence, 16 h | 1.3% of 330,000 active | AID 504466 | Potency, µM (highest dose often 46 µM), for the others: at the highest dose activity change, positive = activation, actives largely listed as activators; further: % of control where 0% means no effect; nearly all actives have a fitted effect of over 60% in size
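Genotoxic stress is detected as increased luminescence from luciferase-tagged ELG1 in HEK293T cells, measured with ONE-Glo after a 16 hr treatment at 37 °C.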
RORgamma inh = ROR gamma (mouse) transcription inhibition; 5.4% of 310,000 active; Drosophila S2 Gal4-RORgamma UAS-luciferase reporter, 20 h; Potency, µM (top dose mostly 53.6 µM), for the others: at the highest dose activity change, negative = inhibition, usual class: inhibitors; further: on the % scale 0 is the no-effect control and ±100 the full control effect; nearly all actives have a fitted effect of over 60% in size
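Compounds are pin-transferred onto Drosophila Schneider cells expressing a copper-inducible Gal4–ROR gamma transactivation domain fusion. After 1 hr, copper sulfate is added to 700 uM final; luciferase is read 20 hr later.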
* marks the source's active call; other numbers are inactive results; ? = inconclusive; . = not tested or not shown; & = joins results of further samples; [ ] = dose if it differs, or a comment. Unless noted, the call rests on the fitted dose curve; in most records, active means well fitted curve in the direction sought with a large enough effect; inconclusive means small, poorly fitted or top-dose-only effect, or another doubt; inactive means no such curve, though single readings can be large; an effect the other way counts as inactive or inconclusive. Potency means the concentration at half of the fitted maximal effect. This is a subset (hit frequency here may not be typical).

SMILES | NPC1 promoter act | MBNL1 CUG block | p53 reactivation | uPA surface inh | VP16 counter | MLL CXXC-DNA inh | FLuc counter | Rab9 prom act | BRCA1 expr act | ELG1 genotox | RORgamma inh
NC(=O)/C(=C/c1cccnc1)NC(=O)c1ccccc1 | -1% | -3% | 4% | 4% | -1% | -16% | -1% | -4% | 16% | 0% | 15%
O=C(CSc1ccc(F)cc1)NCC1(N2CCOCC2)CCCCC1 | -4% | . | -5% | 7% | . | . | -1% | 0% | -6% | 0% | .
CC(C)CNS(=O)(=O)c1ccc(OCC(=O)NCc2ccco2)cc1 | -1% | -6% | 0% | -5% | -8% | 8% | 0% | -4% | -7% | 0% | 2%
Cc1ccc(C(=O)NCC(=O)NNC(=O)CN(C)S(=O)(=O)c2ccc(Cl)cc2)s1 | -2% | . | -6% | 0% | . | . | -2% | -5% | -13% | 5% | .
CC(=O)Nc1ccc(C2CC(c3ccc(Cl)cc3)=NN2c2ccccc2)cc1 (stereo not given) | 11% | 0% | 23% | -22% | 4% | 9% | 17µM* | 17% | 78% | 8% | 34%
COc1ccc2nc(NC(=O)c3cc(S(=O)(=O)N4CCOCC4)ccc3C)sc2c1 | 2% | -2% | 5% | -4% | 7% | 27% | 11µM* | 1% | 4% | -4% | 31%
O=C(Nc1ccccc1)c1ccccc1O | 26% | -2% | 25% | -2% | -11% | 14% | 11µM* | 26% | 68% | ? | 36%
[N-]=[N+]=NC(c1ccccc1)c1nc2ccccc2[nH]c1=O (stereo not given) | -1% | 13% | -2% | -2% | 12% | 7% | -7% | 19% | 8% | -2% | 10%
COc1ccc(NC(=S)NCc2cccs2)cc1 | -1% | -3% | 3% | -3% | ? | 14% | ? | 4% | 0% | -1% | 4µM*
CC(C)(C)CC(C)(C)NC(=S)Nc1ccc2nc(-c3ccccn3)c(-c3ccccn3)nc2c1 | -5% | 31%[activator] | -2% | . | ? | -5% | 2% | 9% | -40% | -8% | 7.1µM*
CC(C)CC(=O)Nc1ncnc2c1C(=O)CC(C)(C)C2 | 14% | -9% | ? | 1% | 1% | -2% | -19% | 17% | ? | ? | 43%
O=C(N/N=C/c1ccc(N2CCOCC2)cc1)c1ccccc1NS(=O)(=O)c1cccs1 | 0% | 12% | 1% | -1% | -7% | 12% | ? | 2% | -8% | 0% | ?
O=C(c1ccc(F)cc1)C1CCN(C(=O)Nc2ccccc2Cl)CC1 | -2% | -6% | -2% | 2% | 2%[10 µM] | -2% | -6% | 1% | 0% | -5% | 30%
CC(C)(C)C(=O)O/N=C(\N)c1ccc(Br)cc1 | 1% | -7% | 5% | -2% | -9% | 5% | 21µM* | -6% | 0% | 0% | 2%
CCCn1c(SCC(=O)NC2CCCCC2)nnc1-c1cccnc1 | 1% | -6% | -3% | 3% | -5% | 3% | 2% | -4% | -3% | 0% | -22%
COC(=O)[C@H](CC(C)C)NC(=O)CCc1nnc(COc2ccccc2)o1 | 0% | -26% | 5% | 2% | -13% | 3% | -2% | -3% | -11% | 2% | 3%
COc1ccc(OCc2nc(N)nc(Nc3ccccc3)n2)cc1 | 2% | -5% | 5% | -2% | -9% | 0% | ? | 0% | 47% | ? | 32%
Cn1c(N)c(C(=O)COC(=O)c2ccc3c(c2)C(=O)N(c2ccc(Cl)cc2)C3=O)c(=O)n(C)c1=O | 1% | -2% | 2% | 6% | -3% | -5% | -5% | 1% | -9% | 0% | -10%
CCOC(=O)c1cc(CC)sc1NC(=O)CN1CCN(C(=O)c2ccco2)CC1 | 0% | 1% | -12% | 1% | -6% | 7% | 6% | 3% | 0% | -17% | ?
O=C(CSc1nnc(NC(=O)c2ccco2)s1)Nc1cccc(F)c1 | ? | 7% | ? | ? | 24% | 12% | 6.7µM* | ? | -3% | ? | 13%
O=C(/C=C/Nc1ccccc1)c1cnc(-c2ccccc2)s1 | 11% | 2% | 10% | -1% | -3% | -7% | -5% | 29% | 24% | 8% | 8%
Cc1cccc(NC(=O)NC2CCCc3ccccc32)c1 (stereo not given) | 1% | -4% | 0% | -1% | 1% | 11% | -4% | 6% | 2% | -3% | -5%
Cc1oc(-c2ccccc2F)nc1CN1CCC(C(=O)NC2CC2)CC1 | -1% | -7% | 6% | 3% | -8% | 58%[activator] | 0% | 2% | 9%[1.84 µM] | 2% | -3%
CCOC(=O)c1c(C)[nH]c(C(=O)COC(=O)c2ccncc2)c1C | 2% | 78%[activator] | -14% | 8% | 2% | ? | ? | -2% | 2% | -2% | -10%
O=C(c1cccc(Br)c1)N1CCN(S(=O)(=O)N2CCCCC2)CC1 | -3% | -9% | -5% | -8% | -11% | 7% | 1% | -7% | 7% | -2% | -18%
CC(=O)N1c2ccc(S(=O)(=O)N3CCCC(C(=O)NC4CCCC(C)C4C)C3)cc2CC1C (stereo not given) | -3% | 3% | 5% | -5% | -3% | 4% | 0% | -9% | -38% | -4%[9.26 µM] | 6%
Cc1ccccc1CN(C)C(C)C(=O)NCc1ccccc1 (stereo not given) | 0% | -5% | -2% | -1% | 10% | 4% | 0% | -6% | -5% | 0% | 5%
COc1ccccc1NC(=O)c1sc2ncn(CC(=O)Nc3ccccc3)c(=O)c2c1C | -1% | 1% | 1% | 2% | -2% | 4% | 2% | 1% | -76% | -5% | ?
CCCSc1nc2sc3c(c2c(=O)[nH]1)CC(C)CC3 (stereo not given) | 8% | -1% | 4% | 2% | -11% | -3% | -5% | 1% | -18% | 3% | -12%
Cc1ccc(NC(=O)COc2ncnc3ccccc23)cc1S(=O)(=O)N1CCOCC1 | 12% | -19% | 3% | -3% | -2% | -1% | -4% | -1% | 0% | -1% | 33%
Cc1cccc(C)c1NC(=O)CN1CCN(CC(=O)c2cc(C)n(C3CC3)c2C)CC1 | -2% | . | 0% | -89% | . | . | 1% | -1% | -10% | 0% | .
CCNC(=S)Nc1cc2oc3ccccc3c2cc1OC | 7% | -2% | 9% | -5% | 14% | -2% | ? | 6% | 28% | 18% | 21%
COc1ccccc1COC(=O)C(NC(=O)c1ccc(C)cc1)C(C)C (stereo not given) | 0% | . | -3% | 6% | . | . | 0% | -5% | -26% | 0% | .
CCN(CC)c1ccc(NC(=O)c2cc3ccccc3o2)c(C)c1 | 15% | -4% | 20% | . | 5% | 6% | -2% | 6% | 49% | 18% | 5%
CCC(C)(C)NC(=O)C(c1cccs1)N(CC1CCCO1)C(=O)Cn1nnc2ccccc21 (stereo not given) | -2% | 0% | ? | -2% | 3% | 7% | -1% | -5% | 14% | 0% | ?
Cc1ccccc1C(N)c1ccncc1 (stereo not given) | -5% | 5% | . | 18% | -4% | 10% | 5% | 6% | 1% | 0% | -2%
O=C(CC1SC(=O)N(Cc2ccccc2Cl)C1=O)Nc1nccs1 (stereo not given) | 1% | -3% | 7% | -1% | -18% | 3% | -2% | -7% | 0% | -8% | 45%
CNC(=O)CSCc1cnn(-c2ccccc2)c1-n1cccc1 | 0% | 4% | -6% | . | 2% | 27% | -1% | -1% | 1% | 1% | -1%
CC(C)(C)NC(=S)NC(=O)C12CC3CCC(CC(C3)C1)C2 | 2% | -6% | 15% | 0% | 4.5µM* | 9% | -1% | 1% | -33% | -1% | 2.8µM*
CCCCn1c(SCC(=O)N2c3ccccc3CCc3ccccc32)nc2c1c(=O)n(C)c(=O)n2C | -8% | -15% | 0% | 1% | 0% | 2% | 3% | 0% | -23% | -5% | 27%
Nc1cc2c(cc1[N+](=O)[O-])OCCO2 | -2% | . | 14% | 1% | 0% | 14% | ? | -1% | -2% | 1% | 23%
Cc1ncc([N+](=O)[O-])n1CC(C)O (stereo not given) | 2%&-1% | ? | 6% | 17% | -13%&-2%&-6% | -1%&-2%&-9% | 2%&-1% | -7%&-2% | -2% | 1% | 12%&5%&14%
CCOC(=O)c1oc2ccc(CNC3CCCCC3)c(Cl)c2c1C | 0% | 0% | 13% | -15% | -4% | -5% | 2% | -3% | -10% | -2% | -6%
Cc1cc(C(=O)NNc2c(Cl)cccc2Cl)no1 | -2% | . | -2% | 2% | 2% | -4% | 0% | 1% | -11% | 1% | ?
